All columns: NCI-60 one-dose screen, growth in % after 48 h at 10 µM unless noted; 100 = growth as untreated, 0 = no growth, -100 = all killed.
SW-620: SW-620 colon cancer | 82,000 tested, 5.2% active
NCI-H226: NCI-H226 lung cancer; AID 1794732; 79,000 tested, 3.5% active
HT29: HT29 colon cancer | 81,000 tested, 7.4% active
NCI-H522: NCI-H522 lung cancer; 78,000 tested, 8% active; AID 1794739
NCI-H322M: NCI-H322M lung cancer; 80,000 tested, 2.7% active
HCT-15: HCT-15 colon cancer; 82,000 tested, 5.2% active
NCI-H460: NCI-H460 lung cancer; 82,000 tested, 6.8% active; AID 1794736
NCI-H23: NCI-H23 lung cancer; 80,000 tested, 4% active; AID 1794731
COLO 205: COLO 205 colon cancer. AID 1794742. 79,000 tested, 7.3% active
* = called active by the depositor; · = no result given; & = joins results of further samples; ! = not active in a repeat. How the source made its calls: active means growth percent below 10; inactive means the rest.

1	C=CCn1c(C)nc2cc(Nc3nc(N4CCOCC4)nc4nc[nH]c34)ccc21
2	O=C(O)c1ccc(-c2nn(-c3ccc(C(F)(F)F)cc3)cc2CNc2cccc(Br)c2)cc1
3	O=C1NC(=O)C(c2ccccc2)(C2CCCC2)N1 (stereo unspecified)
4	CS(=O)(=O)c1ccc(/C(=N/NC(N)=S)c2ccc(F)cc2)cc1
5	O=C1Nc2c(sc3ccc(Cl)cc23)C(c2ccc3ccccc3c2)N1 (stereo unspecified)
6	CN(CCC#N)c1ccc(/C=C(\C#N)c2cccc(C(F)(F)F)c2)cc1
7	Brc1ccc(N/N=C/c2c[nH]c3ccccc23)nc1
8	COc1ccc(CCN(C)CCCC(C#N)(c2cc(OC)c(OC)c(OC)c2)C(C)C)cc1OC (stereo unspecified)

Assay by compound,1,2,3,4,5,6,7,8
SW-620,93,99,109,101,102,40,21,104
NCI-H226,89,106,114,107,93,66,35,100
HT29,100,84,91,107,101,23,14,97
NCI-H522,88,84,78,100,88,·,25,79
NCI-H322M,88,91,93,104,91,86,48,93
HCT-15,91,65,102,98,99,40,8.6*,101
NCI-H460,94,98,111,102,97,74,9.0*,105
NCI-H23,106,98,107,98,88,66,41,109
COLO 205,98,91,109,116,107,50,49,105

9	C[n+]1ccccc1C=O
10	CCOC1=C(C#N)C(Nc2ccc(S(N)(=O)=O)cc2)=C(C#N)C(Cl)N1 (stereo unspecified)
11	CC(CCC(C)[n+]1ccc2ccccc2c1)[n+]1ccc2ccccc2c1 (stereo unspecified)
12	CCOC(=O)/C(C)=N/N
13	COc1ccc(N2C(=O)N(c3ccc(SC)cc3)C(=N)C2=S)cc1
14	C[n+]1c2ccccc2nc2c(N)cc(N)cc21
15	C=CCS(C)(=O)=O
16	COc1ccc(C2CC(c3ccc(N)cc3)=NN2c2ccccc2)cc1OC (stereo unspecified)

Assay by compound,9,10,11,12,13,14,15,16
SW-620,104,100,105,100,103,87,95,107
NCI-H226,106,96,98,106,96,37,97,103
HT29,107,117,71,109,92,85,97,92
NCI-H522,96,92,52,101,66,52,93,80
NCI-H322M,97,103,99,109,102,71,102,100
HCT-15,103,110,101,119,91,110,102,85
NCI-H460,106,103,110,107,100,87,105,99
NCI-H23,102,94,102,97,99,72,106,107
COLO 205,105,116,84,120,92,50,96,117

Two compounds from above, limited to HT29.
entry	SMILES	HT29
12	CCOC(=O)/C(C)=N/N	109
11	CC(CCC(C)[n+]1ccc2ccccc2c1)[n+]1ccc2ccccc2c1 (stereo unspecified)	71

(list continues)
17	N#Cc1c(-c2cc(=O)oc3ccc(Cl)cc23)cc(-c2cc3cc(Br)ccc3oc2=O)nc1N
18	COc1ccc(-n2nc3c(c(C#N)c2=O)CC(c2ccoc2)C([N+](=O)[O-])=C3O)cc1 (stereo unspecified)
19	O=C(O)C(=O)Cc1ccc([N+](=O)[O-])cc1Br
20	Cc1cc2c(C(C)C)c(O)c(O)c(C=NCCS(=O)(=O)O)c2c(O)c1-c1c(C)cc2c(C(C)C)c(O)c(O)c(C=NCCS(=O)(=O)O)c2c1O
21	COc1cc(C=O)cc([N+](=O)[O-])c1O
22	CSc1cccc(/C(C)=C(\C)C2CC2CCNS(=O)(=O)c2ccc(C)cc2)c1 (stereo unspecified)
23	O=C1OCC/C1=C/OCCCCO/C=C1/CCOC1=O
24	C/C(=N\O)c1ccc(N2C(=O)c3cccc4cc([N+](=O)[O-])cc(c34)C2=O)cc1

Assay by compound,17,18,19,20,21,22,23,24
SW-620,106,107,100,95,111,88,104,122
NCI-H226,105,104,96,94,109,74,110,95
HT29,82,123,108,63,89,93,107,105
NCI-H522,51,93,99,59,86,78,94,96
NCI-H322M,92,97,93,79,114,99,121,100
HCT-15,101,92,98,84,105,84,109,92
NCI-H460,109,108,104,99,114,87,106,97
NCI-H23,103,95,92,96,108,76,95,99
COLO 205,113,114,113,79,111,104,120,116

25	O=c1cc(Cl)c(Cl)nn1-c1ccccc1
26	CN(C)c1ccc(C(=N)c2ccc(N(C)C)cc2)cc1
27	O=C(O)c1c(-c2ccc(F)cc2)c(=O)[nH]c2ccccc12
28	CCCN=C(N)Nc1ccc2cc3ccc(NC(N)=NCCC)cc3nc2c1
29	O=C(CSc1nc2ccccc2c(=O)n1-c1ccccc1)Nc1cccc(C(=O)/C=C/c2ccccc2)c1
30	Cc1cc(C)nc(/N=C/c2ccccc2O)c1
31	O=c1[nH]c2ccccc2cc1-c1nc2ccncc2[nH]1
32	COc1ccc([C@H]2[C@H](C(=O)N(C)C)c3ccccc3C(=O)N2c2ccc(OC)cc2)cc1

Assay by compound,25,26,27,28,29,30,31,32
SW-620,108,10.0*!,94,110,90,116,88,103
NCI-H226,90,47&74,·,104,83,100,80,87
HT29,111,4.1*,114,105,96,·,85,105
NCI-H522,100,-24*!,93,92,92,112,91,96
NCI-H322M,110,61&58,95,102,102,122,110,·
HCT-15,100,21&23,95,105,76,104,86,99
NCI-H460,103,9.1*!,103,103,92,116,62,105
NCI-H23,100,42&56,86,93,102,99,85,94
COLO 205,111,13&17,104,137,106,104,83,107

Some of these compounds in order of formula weight, lowest first.
25	O=c1cc(Cl)c(Cl)nn1-c1ccccc1
31	O=c1[nH]c2ccccc2cc1-c1nc2ccncc2[nH]1
26	CN(C)c1ccc(C(=N)c2ccc(N(C)C)cc2)cc1
23	O=C1OCC/C1=C/OCCCCO/C=C1/CCOC1=O
27	O=C(O)c1c(-c2ccc(F)cc2)c(=O)[nH]c2ccccc12
19	O=C(O)C(=O)Cc1ccc([N+](=O)[O-])cc1Br
24	C/C(=N\O)c1ccc(N2C(=O)c3cccc4cc([N+](=O)[O-])cc(c34)C2=O)cc1
28	CCCN=C(N)Nc1ccc2cc3ccc(NC(N)=NCCC)cc3nc2c1
18	COc1ccc(-n2nc3c(c(C#N)c2=O)CC(c2ccoc2)C([N+](=O)[O-])=C3O)cc1 (stereo unspecified)
22	CSc1cccc(/C(C)=C(\C)C2CC2CCNS(=O)(=O)c2ccc(C)cc2)c1 (stereo unspecified)

Assay by compound,25,31,26,23,27,19,24,28,18,22
SW-620,108,88,10.0*!,104,94,100,122,110,107,88
NCI-H226,90,80,47&74,110,·,96,95,104,104,74
HT29,111,85,4.1*,107,114,108,105,105,123,93
NCI-H522,100,91,-24*!,94,93,99,96,92,93,78
NCI-H322M,110,110,61&58,121,95,93,100,102,97,99
HCT-15,100,86,21&23,109,95,98,92,105,92,84
NCI-H460,103,62,9.1*!,106,103,104,97,103,108,87
NCI-H23,100,85,42&56,95,86,92,99,93,95,76
COLO 205,111,83,13&17,120,104,113,116,137,114,104

32	COc1ccc([C@H]2[C@H](C(=O)N(C)C)c3ccccc3C(=O)N2c2ccc(OC)cc2)cc1
29	O=C(CSc1nc2ccccc2c(=O)n1-c1ccccc1)Nc1cccc(C(=O)/C=C/c2ccccc2)c1
20	Cc1cc2c(C(C)C)c(O)c(O)c(C=NCCS(=O)(=O)O)c2c(O)c1-c1c(C)cc2c(C(C)C)c(O)c(O)c(C=NCCS(=O)(=O)O)c2c1O

Assay by compound,32,29,20
SW-620,103,90,95
NCI-H226,87,83,94
HT29,105,96,63
NCI-H522,96,92,59
NCI-H322M,·,102,79
HCT-15,99,76,84
NCI-H460,105,92,99
NCI-H23,94,102,96
COLO 205,107,106,79

Carrying on.
33	O=c1sc2ncnc3ncn1c32
34	CN(C)C(=O)C1=NC(Cc2ccccc2)C(=O)N(c2ccc(Cl)cc2)N1 (stereo unspecified)
35	CSc1nc2c(c(=O)[nH]1)C1C(=C(c3ccc(Cl)cc3)N2)C(=O)N(Cc2ccccc2)c2ccccc21 (stereo unspecified)
36	CC1(C)C=C2[C@H]3CC[C@@H]4[C@@]5(C)CCCNC(C)(C)[C@@H]5CC[C@@]4(C)[C@]3(C)CC[C@@]2(CO)CC1
37	NC(=O)c1n[nH]c(=S)[nH]c1=O
38	Cc1cc(=O)oc2cc(Oc3nc(-c4cccs4)cn4c(-c5ccc(Cl)cc5)cnc34)ccc12
39	CC(C)Sc1ncnc2nc[nH]c12
40	O=CN(Cc1nc2ccccc2[nH]1)c1ccc(C(=O)O)cc1

Assay by compound,33,34,35,36,37,38,39,40
SW-620,73,103,76,101,104,86,108,116
NCI-H226,61,106,77,102,102,97,102,105
HT29,56,108,52,104,110,51,113,102
NCI-H522,·,99,44,97,95,92,109,107
NCI-H322M,78,102,93,99,93,88,122,123
HCT-15,78,108,56,97,111,70,103,96
NCI-H460,86,111,50,105,116,102,99,122
NCI-H23,66,109,83,101,98,72,114,109
COLO 205,84,107,64,104,137,89,97,106

41	CN(CCO)c1oc(-c2ccccc2)nc1[P+](c1ccccc1)(c1ccccc1)c1ccccc1
42	N#Cc1c(-c2ccccn2)nc(SCC(=O)c2ccc(Br)cc2)[nH]c1=O
43	O=C1OC(=O)c2c1cc1ccccc1c2-c1ccccc1
44	O=S(=O)(NC(CI)CI)c1ccccc1
45	CCOc1ccc2nc(N(Cc3ccncc3)C(C)=O)sc2c1
46	COC(=O)[C@]12CC[C@@H](C)[C@H](C)[C@@H]1C1=CC[C@@H]3[C@@]4(C)C[C@@H](OC(C)=O)[C@H](O)[C@@](C)(COC(C)=O)[C@@H]4[C@H](O)C[C@@]3(C)[C@]1(C)CC2
47	O=C(CN1C(=O)S/C(=C\c2ccc(Cl)cc2)C1=O)Nc1ccc(C(=O)/C=C/c2cc3ccccc3nc2Cl)cc1
48	Cn1c(N)c(N=O)c(=O)n(C)c1=O

Assay by compound,41,42,43,44,45,46,47,48
SW-620,12,106,111,75,103,-81*,95,101&106
NCI-H226,-12*,98,95,82,95,-58*,97,104&115
HT29,7.8*,98,106,61,108,-84*,101,90&111
NCI-H522,-9.0*,94,98,·,99,-82*,78,73&97
NCI-H322M,20,101,103,98,100,-93*,100,89&113
HCT-15,51,97,101,72,104,-79*,94,101&105
NCI-H460,6.6*,111,110,70,112,-87*,96,102&111
NCI-H23,-5.2*,103,95,81,105,-83*,80,96
COLO 205,-60*,111,102,96,117,-81*,112,117&107

49	COc1ccc(C(Cl)=C(c2ccc(OC)cc2)c2ccc(OC)cc2)cc1
50	NC1N=C(SCC(=O)N2CCN(c3cc4c(cc3F)c(=O)c(C(=O)O)cn4C3CC3)CC2)NC(=O)/C1=C/c1ccc(Br)cc1 (stereo unspecified)
51	COc1ccc(/C=C2\Oc3cc(OCCN4CCC(Cc5ccccc5)CC4)ccc3C2=O)cc1
52	O=C(NCc1ccc(Cl)cc1Cl)C1CCC(=O)N1c1cncs1 (stereo unspecified)
53	CCN(CC)CCCOc1cc([N+](=O)[O-])ccc1C#N
54	O=[N+]([O-])c1ccc(OCCCCOc2ccccc2)cc1
55	Cc1ccc(N2CCC(=O)NC2=S)cc1
56	Nc1nc(-c2ccc(Br)cc2)cc(-c2cnn(-c3ccccc3)n2)n1

Assay by compound,49,50,51,52,53,54,55,56
SW-620,89,106,92,101,97,103,99,81
NCI-H226,93,98,90,92,114,102,97,98
HT29,56,107,96,95,84,101,117,69
NCI-H522,79,96,96,82,73,73,100,72
NCI-H322M,110,110,85,103,114,134,104,86
HCT-15,86,104,95,104,104,100,106,77
NCI-H460,82,107,99,109,108,106,104,97
NCI-H23,106,107,89,89,100,90,100,88
COLO 205,104,111,97,106,98,110,113,95

57	Cc1cc(=S)cc(C)o1
58	COc1ccc(C(=O)/C=C/c2cc3ccccc3[nH]c2=O)cc1
59	CCOC(=O)Oc1ccc(C)cc1[N+](=O)[O-]
60	Cc1ccc2cccc([N+](=O)[O-])c2n1
61	O=C(/C=C/c1ccco1)c1ccc(Nc2nc(Nc3ccc(F)cc3)nc(Nc3ccc(Cl)cc3)n2)cc1
62	CCOC(=O)C(c1ccccc1)N1C(=O)c2ccccc2C1=O (stereo unspecified)
63	COC1/C=C/OC2(C)Oc3c(C)c(O)c4c(O)c(c(/C=N/N(c5ccccc5)c5ccccc5)c(O)c4c3C2=O)NC(=O)C(C)=C/C=C/C(C)C(O)C(C)C(O)C(C)C(OC(C)=O)C1C (stereo unspecified)
64	CSc1ccc(C(=O)Nc2ccc3nn(/C(C#N)=C/c4ccccn4)nc3c2)cc1

Assay by compound,57,58,59,60,61,62,63,64
SW-620,102,-21*,101,103&119,84,97,4.8*,·
NCI-H226,106,64,93,101,86,106,-48*,-59*
HT29,123,6.1*,108,96&99,62,102,46,-89*
NCI-H522,113,-31*,104,94&90,77,97,38,-88*
NCI-H322M,93,62,100,91&110,48,96,109,15
HCT-15,110,46,111,97&105,78,97,41,-70*
NCI-H460,101,3.4*,103,107&117,62,100,57,-55*
NCI-H23,105,12,98,95&108,59,87,64,-84*
COLO 205,106,67,108,106&104,36,98,8.3*,-86*

65	O=C(Nc1ccc(-c2nc(-c3cccc(O)c3)c(-c3ccnc(Br)c3)[nH]2)cc1)c1ccccc1
66	O=[N+]([O-])c1ccc(-c2cc(CCCCO)on2)cc1
67	COc1c2c(cc3occc13)O/C(=C\c1ccc(Cl)cc1)C2=O
68	NS(=O)(=O)c1ccc(CN=C2NC(=O)S/C2=C\c2ccc(Br)cc2)cc1

Assay by compound,65,66,67,68
SW-620,11,103,93,98
NCI-H226,51,91,112,97
HT29,12,123,106,105
NCI-H522,11,71,100,91
NCI-H322M,37,104,83,91
HCT-15,7.1*,110,100,103
NCI-H460,11,112,89,101
NCI-H23,11,100,86,98
COLO 205,21,132,123,106
